Polio RdRp inh – inhibitors of poliovirus RNA polymerase binding and polymerization; P03300; poliovirus polymerase elongation, fluorescence polarization; hits give low values; % elongation, % (compound at 16.7 µg/mL); 150,000 tested, 0.66% active; AID 588519; in the data active means % elongation below about 90%; further: some results filed as inactive read as strong as hits
Target sequence (P03300 1749-2209 limits assumed): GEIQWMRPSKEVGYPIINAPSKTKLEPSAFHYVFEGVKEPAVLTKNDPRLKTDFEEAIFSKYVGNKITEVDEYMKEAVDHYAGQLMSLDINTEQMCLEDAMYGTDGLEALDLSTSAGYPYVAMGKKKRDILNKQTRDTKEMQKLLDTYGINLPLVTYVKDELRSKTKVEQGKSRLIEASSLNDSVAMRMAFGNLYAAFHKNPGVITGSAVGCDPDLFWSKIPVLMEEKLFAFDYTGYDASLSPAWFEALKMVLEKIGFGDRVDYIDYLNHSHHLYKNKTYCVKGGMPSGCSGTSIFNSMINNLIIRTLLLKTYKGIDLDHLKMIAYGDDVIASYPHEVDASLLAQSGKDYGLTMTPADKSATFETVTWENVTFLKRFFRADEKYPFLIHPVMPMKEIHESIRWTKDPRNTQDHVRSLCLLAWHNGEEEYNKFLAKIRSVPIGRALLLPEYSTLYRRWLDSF
Polio RdRp inh FP z-score – recorded beside Polio RdRp inh, whose call it bears; z-score; measured here: FP z-score; hits read low
Starred values were filed as active, the others as inactive; & = joins results of further samples. The list is partial. The share of hits here may be higher or lower than overall.

Fields: Polio RdRp inh | Polio RdRp inh FP z-score
> Cc1oncc1C(=O)Nc1ccc(C(F)(F)F)cc1
  99.0&99.0 | 0&0
> Cc1ccc(Cc2c(C)nc3c(-c4ccccc4)c(C)[nH]n3c2=O)cc1
  111.0 | 1.7
> NC(N)=Nc1nc2ccccc2c(=O)[nH]1
  100.0&102.0 | -0.4&0.2
> O=C(O)c1cc(-c2ccccc2)no1
  102.0 | 0.1
> CCCCOC(=O)c1ccc(N)cc1
  100.0&102.0 | 0&0.4
> CC(=O)N(CC(O)CO)c1c(I)c(C(=O)NCC(O)CO)c(I)c(C(=O)NCC(O)CO)c1I (stereo unspecified)
  101.0 | 0.1
> OCC(O)CN1CCN(c2ccccc2)CC1 (stereo unspecified)
  97.0&99.0 | -0.7&-0.2
> O=C1NC(=S)S/C1=C1\OC(=O)c2ccccc21
  104.0 | 0.9
> COc1ccc(NC(=O)C2CCCN(c3nnc(C)c4c(C)n(-c5ccccc5)nc34)C2)cc1Cl (stereo unspecified)
  99.0 | -1.1
> CCCN(CCC)C(=O)C(CCC(=O)O)NC(=O)c1ccccc1 (stereo unspecified)
  104.0&97.0 | 1.2&-0.5
> C=CC1CN2CCC1C[C@@H]2[C@H](O)c1ccnc2ccc(OC)cc12 (stereo partly specified)
  100.0 | 0
> COC(=O)Nc1nc2ccc(S(=O)c3ccccc3)cc2[nH]1 (stereo unspecified)
  99.0 | 0
> OCCOCCN1CCN(C(c2ccccc2)c2ccc(Cl)cc2)CC1 (stereo unspecified)
  100.0 | 0.1
> C=C[C@H]1CN2CCC1C[C@@H]2C(O)c1ccnc2ccc(OC)cc12 (stereo partly specified)
  100.0 | 0.1
> CC(C)(C)c1ccc(S(=O)(=O)c2cnc(SCC(=O)Nc3ccc(F)c(Cl)c3)[nH]c2=O)cc1
  103.0 | -0.5
> CC[C@]12CCCN3CCc4c(n(c5ccccc45)[C@@](O)(C(=O)OC)C1)[C@@H]32
  98.0 | -0.6
> NC(=O)NC(=O)Cc1ccccc1
  100.0 | 0.1
> COc1cc(C)nc(-n2nc(C)cc2OC)n1
  100.0 | 0
> C[C@H]1c2cccc(O)c2C(O)=C2C(=O)[C@]3(O)C(O)=C(C(N)=O)C(=O)[C@@H](N(C)C)[C@@H]3[C@@H](O)[C@@H]21
  99.0 | -0.2
> Cc1ccc(CNC(=O)C2CCN(S(=O)(=O)c3c(C)noc3/C=C/c3ccccc3F)CC2)o1
  112.0 | 1.2

Rewritten with bars between the fields: 4 of the compounds above.
SMILES | Polio RdRp inh | Polio RdRp inh FP z-score
CC(C)(C)c1ccc(S(=O)(=O)c2cnc(SCC(=O)Nc3ccc(F)c(Cl)c3)[nH]c2=O)cc1 | 103.0 | -0.5
CC[C@]12CCCN3CCc4c(n(c5ccccc45)[C@@](O)(C(=O)OC)C1)[C@@H]32 | 98.0 | -0.6
NC(=O)NC(=O)Cc1ccccc1 | 100.0 | 0.1
COc1cc(C)nc(-n2nc(C)cc2OC)n1 | 100.0 | 0

The list goes on.
Fields: Polio RdRp inh | Polio RdRp inh FP z-score
> CN=C(N)NC(=O)Nc1c(C)cccc1C
  102.0 | 0
> CCOC(=O)Nc1ccc2c(c1)N(C(=O)CCN1CCOCC1)c1ccccc1S2
  98.0&98.0 | -0.4&-1.1
> C#C[C@]1(O)CC[C@H]2[C@@H]3CCC4=CC(=O)CC[C@@H]4[C@H]3CC[C@@]21CC
  101.0 | 0.2
> CC(C)(CO)[C@@H](O)C(=O)NCCCO
  99.0 | -0.2

Some of these compounds in order of molar mass, smallest number first:
Fields: Polio RdRp inh | Polio RdRp inh FP z-score
> CC(C)(CO)[C@@H](O)C(=O)NCCCO
  99.0 | -0.2
> COc1cc(C)nc(-n2nc(C)cc2OC)n1
  100.0 | 0
> C#C[C@]1(O)CC[C@H]2[C@@H]3CCC4=CC(=O)CC[C@@H]4[C@H]3CC[C@@]21CC
  101.0 | 0.2
> C[C@H]1c2cccc(O)c2C(O)=C2C(=O)[C@]3(O)C(O)=C(C(N)=O)C(=O)[C@@H](N(C)C)[C@@H]3[C@@H](O)[C@@H]21
  99.0 | -0.2
> Cc1ccc(CNC(=O)C2CCN(S(=O)(=O)c3c(C)noc3/C=C/c3ccccc3F)CC2)o1
  112.0 | 1.2

Source: PubChem (ICCB-Longwood Screening Facility, Harvard Medical School)
